Source: PubChem
dFosB activator – mouse delta FosB homodimer activation. purified delta FosB, TAMRA-CDK5 oligo fluorescence polarization; percent of positive-control signal above neutral wells. activation, % at 25 µM. AID 493131. hit rate 0.99% among 340,000. P13346;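 active means mean activation above about 17%, with every replicate also reaching it, limit read from the data, passing the limit was not always enough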;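 further: fluorescence polarization rise as delta FosB binds a TAMRA Cdk5 AP-1 oligo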
Rtt109 HAT inh – inhibitors of Candida albicans Rtt109/Vps75 histone acetyltransferase; purified Rtt109/Vps75, ThioGlo CoA-SH fluorescence, 4 h; hit rate 0.16% among 330,000; Q5AAJ8; inhibition, % at 34.9 µM;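 active means inhibition of at least 50% in every replicate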
Target sequence (Q5AAJ8 whole entry, looked up): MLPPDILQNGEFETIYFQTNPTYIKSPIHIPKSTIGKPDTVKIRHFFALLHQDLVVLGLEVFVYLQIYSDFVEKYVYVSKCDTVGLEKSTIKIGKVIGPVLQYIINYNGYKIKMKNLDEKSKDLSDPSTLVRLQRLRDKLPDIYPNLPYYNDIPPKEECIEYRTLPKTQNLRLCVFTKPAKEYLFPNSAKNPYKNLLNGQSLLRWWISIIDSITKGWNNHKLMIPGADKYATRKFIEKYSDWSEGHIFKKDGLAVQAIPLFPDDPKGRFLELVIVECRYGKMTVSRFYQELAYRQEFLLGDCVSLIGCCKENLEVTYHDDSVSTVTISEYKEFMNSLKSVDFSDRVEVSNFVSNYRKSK
SUMO Mot1 rescue – inhibitors of SUMOylation pathway: yeast Mot1-301 growth rescue | S. cerevisiae Mot1-301 growth rescue, ATP luminescence, 38.5C; percent above DMSO median, 100 means doubled | growth rescue, % at 18.8 µM | hit rate 1% among 320,000;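 active means every valid replicate shows activation above 250% relative to neutral control wells; inactive means the rest, any valid replicate at or below 250%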;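 further: OY570 slx delta 5 strain wells were the positive control but not used for scaling; some compounds called inactive have numbers as strong as hits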
RTF Ca sens act – cardiac RTF calcium sensitization. IANBD-labeled TnC RTF fluorescence at EC20 calcium; 0% EC20 calcium, 100% full calcium. hit rate 0.24% among 340,000. activation, % at 7.2 µM;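 active means activation above the mean over all tested compounds plus 3 SD, cut at about 30% in these data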;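 further: rise in fluorescence read as greater calcium sensitivity of cardiac thin filaments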
Keap1 Nrf2 FP – Keap1-Nrf2 (human) interaction inhibition. Q14145. Keap1 Kelch-Nrf2 peptide fluorescence polarization, 1536-well. inhibition, % at 9.4 µM. hit rate 0.15% among 340,000. AID 504523; in the data active means inhibition above about 12%;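 further: human Keap1 Kelch domain with fluorescein labeled Nrf2 9mer peptide probe; 0% = neutral control wells and 100% = peptide positive control; higher means more block of Keap1 binding to Nrf2 peptide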
NSD2 HMT inh – inhibitors of human histone methyltransferase NSD2. inhibition, % at 12.5 µM. O96028. NSD2 peptide methylation, AlphaScreen, 120 min. hit rate 0.54% among 310,000. AID 743445; in the data active means inhibition above about 50%
Cardiac RTF inh – cardiac RTF calcium desensitization | IANBD-labeled cardiac RTF, Ca2+ fluorescence | inhibition, % at 7.15 µM | hit rate 0.12% among 340,000 | AID 493244;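 active means inhibition above the mean inhibition of all tested compounds plus 3 SD, cut at about 17% in these data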;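 further: assay run at fixed EC70 calcium of 1.6 mM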
PvdQ inh – P. aeruginosa PvdQ acylase inhibition; purified PvdQ acylase, fluorescence plate reader; inhibition, % at 10 µM; hit rate 0.063% among 340,000; in the data active means inhibition above about 30%, passing the limit was not always enough;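 further: 0% = vehicle neutral wells and 100% = reference inhibitor wells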
CDK5 p35 inh – CDK5/p35 (human) kinase inhibition; Q00535+Q15078; Recombinant CDK5/p35, ADP-Glo luminescence, 60 min; inhibition, % at 10 µM; hit rate 0.01% among 330,000;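 active means highest replicate inhibition of at least 50% and at least 75% of replicates reaching 50%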;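 further: plate controls were DMSO neutral control for no effect and GW8510 at 10 µM for full effect; many of its hits are not listed in these tables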
Target sequence (Q00535 whole entry, looked up): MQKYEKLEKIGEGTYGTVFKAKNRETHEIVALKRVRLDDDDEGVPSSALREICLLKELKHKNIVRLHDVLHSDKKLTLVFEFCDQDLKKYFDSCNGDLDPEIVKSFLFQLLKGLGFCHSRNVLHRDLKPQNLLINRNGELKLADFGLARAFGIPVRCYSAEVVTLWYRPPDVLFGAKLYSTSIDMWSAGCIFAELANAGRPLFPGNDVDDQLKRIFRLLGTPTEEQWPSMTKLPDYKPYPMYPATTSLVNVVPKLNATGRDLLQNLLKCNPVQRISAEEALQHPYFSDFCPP
Target sequence (Q15078 whole entry, looked up): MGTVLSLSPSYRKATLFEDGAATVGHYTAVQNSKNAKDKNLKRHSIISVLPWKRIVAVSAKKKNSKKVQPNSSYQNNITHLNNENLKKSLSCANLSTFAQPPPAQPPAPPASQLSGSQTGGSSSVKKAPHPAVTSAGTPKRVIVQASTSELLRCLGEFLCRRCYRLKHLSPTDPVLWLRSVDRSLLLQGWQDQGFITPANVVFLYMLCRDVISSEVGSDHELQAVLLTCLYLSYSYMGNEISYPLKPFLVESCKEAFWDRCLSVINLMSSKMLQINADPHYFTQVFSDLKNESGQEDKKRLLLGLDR
PfHsp90 yeast 2 – inhibits growth of yeast expressing Plasmodium falciparum Hsp90; S. cerevisiae expressing PfHsp90, BacTiter-Glo ATP, 48 h; yeast lacking PDR1 and PDR3 efflux regulators; inhibition, % at 9.4 µM; hit rate 0.32% among 310,000; AID 504621;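 active means every replicate shows inhibition above about 80%, whatever the replicate mean, limit read from the data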;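 further: 0% = DMSO neutral controls and 100% = 20 µM radicicol positive controls; yeast relying on Plasmodium falciparum Hsp90 in place of its own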
C-LANA FP – inhibitors of KSHV LANA C-terminal domain DNA binding; MBP-C-LANA/FAM-LBS DNA binding, fluorescence polarization; inhibition, % at 9 µM; hit rate 0.078% among 340,000;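 active means highest replicate inhibition at or above 60% at 9 µM, even if other replicates fall short; inactive means all replicates below 60% inhibition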;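 further: 0% = neutral control wells and 100% = 4 µM acridine orange control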
Active calls of the source: *; / = not tested or not shown; & = joins results of further samples.

SMILES	dFosB activator	Rtt109 HAT inh	SUMO Mot1 rescue	RTF Ca sens act	Keap1 Nrf2 FP	NSD2 HMT inh	Cardiac RTF inh	PvdQ inh	CDK5 p35 inh	PfHsp90 yeast 2	C-LANA FP
O=C(N/N=C/c1ccncc1)c1ccccc1OCc1ccc(Br)cc1	-20	7	24	0	-3	0	-16	-12	-2.1	17	1.1
COc1ccc(C(C)=O)cc1COc1cc(C)c(Cl)c(C)c1	-3	-7	-3	/	1	5	/	-10	1.1	-16	-2.7
O/N=C\c1cccn1-c1ccc(Br)cc1	-3	11	-17	0	4	9	-11	-6	-0.9	/	-0.5
CS(=O)(=O)N1CCC(C(=O)Nc2cccc(C(F)(F)F)c2)CC1	-4	/	3	-7	-2	1	-4	-14	-0.8	0	0.6
O=C(O)CCC(=O)NCCn1c(-c2ccccc2)csc1=Nc1ccccc1	-10&-2	-4	10	-5&4	-2&-5	0	-7&-5	-16&-8	0.1&39	-3&0	-0.4&-1.0
Nc1nc(SCC(=O)Nc2ccc(Cl)cn2)n[nH]1	0	-8	-8	1	6	-10	-5	0	3.1	15	0.7
O=S(=O)(N[C@H](CO)Cc1ccccc1)c1ccc(Br)cc1F	1	7	/	-4	1	/	-1	-6	0.3	-9	2.0
CC(C)(C)c1cc(C(=O)N/N=C/c2ccccc2O)n(-c2ccccc2)n1	-11	8	3	-11	3	-1	-10	-7	1.0	-77	-1.3
CCOc1ccc(-c2onc(C(F)(F)F)c2-c2cscn2)c(O)c1	4	3	11	-2	-2	1	-2	-9	0.4	7	-1.4
Cc1cc(C(=O)NC2CCCC2)on1	-5	-4	8	9	-2	/	0	-1	1.3	4	0.1
Cn1cccc1/C=C(/C#N)C(N)=S	6	2	/	-1	-4	4	-1	3	-1.8	18	-0.3
COC(=O)c1ccccc1NC(=O)C12CCC(C)(C(=O)O1)C2(C)C (centres undefined)	-6	6	-9	1	6	-2	-7	-8	-2.3	-36	0.7
COc1cc(OC)c(S(=O)(=O)N2CCN(C(=O)c3ccco3)CC2)cc1NC(C)=O	-5	3	14	3	-9	0	-7	-15	1.1	1	0.6
CCCN(c1ccc(OCC)cc1)c1ncnc2nc[nH]c12	-4	-11	-5	-3	-3	/	-3	-4	1.3	-2	-1.3
O=C(N/N=C/c1cccc([N+](=O)[O-])c1)c1ccc(Br)cc1	10	-6	/	-1	5	-1	-12	-3	0.6	-19	0.3
COC(=O)c1cccc(Nc2nc3ccccc3nc2C)c1	-4	0	6	2	-3	-8	2	-8	1.3	0	0.7
Cc1ccc2c(c1)C(=O)C(=O)N2Cc1ccc(Cl)cc1	-15	-2	183	-10	-1	/	6	-9	-1.3	35	0.1
O=C(CSc1nnnn1C1CCCCC1)NCc1ccc2c(c1)OCO2	0	-8	-15	3	-3	/	-4	1	8.1	16	-1.6
CCCCCn1c(SCCC(C)C)nc2c1c(=O)[nH]c(=O)n2C	-13	-3	-1	-4	-1	1	-3	-13	1.5	/	-1.2
N#CCN=C(c1ccccc1)c1ccccc1	7	-9	12	-3	0	/	-12	-5	-0.4	3	-0.1

Reprinted from the part before: 2 entries, then new ones.
SMILES	dFosB activator	Rtt109 HAT inh	SUMO Mot1 rescue	RTF Ca sens act	Keap1 Nrf2 FP	NSD2 HMT inh	Cardiac RTF inh	PvdQ inh	CDK5 p35 inh	PfHsp90 yeast 2	C-LANA FP
CCCCCn1c(SCCC(C)C)nc2c1c(=O)[nH]c(=O)n2C	-13	-3	-1	-4	-1	1	-3	-13	1.5	/	-1.2
N#CCN=C(c1ccccc1)c1ccccc1	7	-9	12	-3	0	/	-12	-5	-0.4	3	-0.1
CC12CCC(C[N+](C)(C)C1)C2(C)C (centres undefined)	1	1	-16	-4	3	-2	-1	-6	0.4	-1	1.6
COc1cc2c(cc1OC)C1(CCCC1)C(N)=C2C#N	4	4	-3	-3	4	5	-6	-13	2.4	4	0.9
CCOC(=O)N1CCc2c(sc(NC(=O)Cc3ccccc3)c2C(=O)c2ccc(OC)cc2)C1	-5	-5	-6	1	1	1	1	-3	0.5	-9	0.7
CSCC[C@H](NC(=O)c1ccc2ccccc2c1)C(=O)N1CCC2(CC1)NCCc1[nH]cnc12	-9	11	-13	-3	0	5	-1	-5	0.0	14	-1.5
COCCN(C(=O)c1ccc(N2CCCC2=O)cc1)c1c(N)n(Cc2ccccc2)c(=O)[nH]c1=O	2	3	2	-1	-5	-1	1	6	0.3	5	-1.0
CCc1nnc(NC(=O)c2ccc(Cl)c(S(=O)(=O)N3CCc4ccccc43)c2)s1	-8	16	-9	-2	0	28	4	6	0.4	-5	-0.5
CCOc1cc(C(=O)Nc2cccc(OCC(=O)N3CCOCC3)c2)cc(OCC)c1OCC	-7	-1	148	-3	1	-7	0	2	0.5	8	-1.1
CCOC1Cc2ccccc2N(C(N)=O)c2ccccc21 (centres undefined)	2	-7	112	4	3	3	-8	-7	1.2	19	-0.1
O=C(Nc1c2c(nn1-c1ccc(F)cc1)CS(=O)(=O)C2)c1ccc(Br)o1	-8	-1	-7	-2	-3	0	-10	-9	-1.4	10	-1.6
CN(C)S(=O)(=O)c1ccc(C(=O)NCCSc2ccccc2)cc1	-1	-14	335	-2	1	-2	2	-3	-0.1	-2	0.8
Clc1ccc(-n2ncc3c(NCc4cccs4)ncnc32)cc1	-4	7	56	1	-3	-1	-1	-29	-1.9	-8	1.3
COCCCNc1nc(N)c([N+](=O)[O-])c(NC2CCCCC2)n1	-5	5	-11	-4	7	-3	-3	2	1.5	-25	1.8
Cc1noc(C)c1COc1ccccc1C(=O)N(C)CC(=O)Nc1ccc(Cl)c(Cl)c1	-12	-6	-17	1	-3	-5	1	2	0.4	-12	-1.0
COC(=O)CN(C#N)c1nc(NC(C)C)nc(OC)n1	4	4	-3	6	-2	0	-3	0	-0.5	-10	-0.6
CC(C)Oc1ccc(C(=O)Nc2c3c(nn2C(C)(C)C)CS(=O)(=O)C3)cc1	-4	-10	-2	-3	1	1	-9	-11	0.5	5	1.6
O=C1N=NC(=O)N1c1ccccc1	-4	0	-6	4	-3	/	-11	-8	0.2	-1	-0.2
O=C(NCCCN1CCOCC1)c1cc(S(=O)(=O)N2CCOCC2)ccc1Cl	6	-1	-8	-4	1	0	1	-10	0.0	/	1.1
CCCOC(=O)Nc1nc2ccccc2o1	4	-5	-3	-1	-5	4	-4	2	0.7	-4	-2.0
Cc1nn(C(C)C(=O)NC2CCCCCC2)c(=O)c2nn(-c3ccccc3)c(C)c12 (centres undefined)	-7	-6	5	3	2	0	-2	-14	2.2	2	-0.2
CC1(C)CC(N=c2cc(-c3ccccc3)oc3ccc(Cl)cc23)CC(C)(C)N1	40*	39	/	13	2	15	4	3	0.1	8	-4.6
N#Cc1nc(-c2cccs2)oc1NCCN1CCOCC1	2	15	762	7	-6	0	-8	-20	2.4	/	-1.5
Cc1ccccc1NC(=O)NCc1cccnc1	-8	/	-24	-3	2	2	5	3	-1.6	-15	0.0
COc1ccc(C(CCN(Cc2ccc(OC)c(OC)c2)C(C)=O)C(C)C)cc1 (centres undefined)	-14	9	-7	2	0	2	-8	-15	-0.1	0	-4.4
CCOc1ccc(CCNC(=O)CN2CCN(Cc3ccc(F)cc3)C2=O)cc1OCC	-8	0	364	-2	-4	0	1	-23	-0.1	-46	2.3
CC(C)C1Oc2ccccc2N(CC(=O)N(Cc2ccncc2)Cc2ccco2)C1=O (centres undefined)	-5	0	-13	-1	2	2	-8	-1	-1.1	/	2.2
COc1ccc(-c2cc(=O)oc3cc(OCC(=O)NCCN4CCOCC4)ccc23)cc1	-18	3	-4	-6	-1	-4	-3	11	-0.4	11	0.4
Cc1cc(S(=O)(=O)NCc2ccc3c(c2)OCO3)ccc1F	-8	-3	77	-6	-2	-2	-6	2	1.1	-7	0.8
Cc1ccc(NC(=O)C2CCCN2S(=O)(=O)c2ccc3c(c2)n(C)c(=O)c(=O)n3C)cc1 (centres undefined)	-3	-11	-7	-2	1	/	-7	-3	-0.8	4	-7.8
S=c1[nH]nc(CSCc2ccccc2Cl)n1C1CCCCC1	-8	7	/	0	-4	1	11	17	2.6	-16	-6.2
O=c1oc2ccccc2c(NC2CCCCC2)c1NS(=O)(=O)c1ccc(Cl)cc1	-3	-2	/	-4	3	0	-3	2	1.0	24	1.6
CC(C)Cc1cc(C(=O)N2CCCC(C(=O)c3cc(F)ccc3F)C2)no1 (centres undefined)	-7	5	63	2	-2	/	-3	-15	-2.8	12	0.2
CC1CCCC(NC(=O)COC(=O)c2c[nH]c(=O)[nH]c2=O)C1C (centres undefined)	-2	-6	7	6	-7	78*	2	-4	-4.8	30	0.1
CC(C)(C)NC(=O)NCC1CCCC1NC(=O)NC(C)(C)C (centres undefined)	2	2	-12	2	3	-2	-6	-1	-0.7	2	2.7
O=C1c2cccc3cccc(c23)C(=O)N1/N=C/c1ccc(O)cc1O	5	3	-23	2	2	-1	-12	-4	3.1	-8	-1.1
CCOC(=O)c1c(NC(=O)c2ccc(S(=O)(=O)N3CCOCC3)cc2)sc2c1CCN(C)C2	-13	-12	-3	6	-2	3	-7	-12	-1.0	-36	8.5
COc1ccc(CCNC(=O)C(=O)NCC2CCCN2S(=O)(=O)c2cccs2)cc1 (centres undefined)	-1	13	218	-1	-7	-2	-31	-1	0.3	/	-0.5
COc1ccc(S(=O)(=O)N2CCCCCC2)cc1C(=O)N1CCCC(C(F)(F)F)C1 (centres undefined)	-5	-2	290	2	-1	-1	-9	-4	-0.3	30	0.7
CCCCn1nc(C(=O)Nc2ccc(-n3cnnn3)cc2)c2ccccc2c1=O	7	-5	-13	3	-1	1	2	-10	-0.7	-4	-0.4
COc1ccccc1NC(=O)Cn1cnc2sc(C)c(S(=O)(=O)N3CCCCC3)c2c1=O	-9	-6	80	-8	1	-1	-7	-7	1.0	-29	-0.3
COc1cccc(NC(=O)CCN2CCOCC2)c1	-5	-6	3	-1	1	-2	-11	-8	0.7	14	2.5
COC(=O)Cn1c(=O)c(C)nc2ccccc21	-5	1	3	4	-5	1	-7	-16	-1.8	1	5.9
O=C(NCc1cccc(F)c1)c1cccc(OC2CCN(C(=O)C3CC3)CC2)c1	-6	4	21	-6	5	-1	-6	-8	-1.8	-12	-0.4
CCOC(=O)C1(Cc2cccc(OC)c2)CCCN(S(=O)(=O)N(C)C)C1 (centres undefined)	-13	-7	57	6	-2	-2	0	-15	-0.3	6	-1.0
C=CCNC(=O)c1cc(-c2ccc(Br)cc2)on1	-1	-8	-9	3	-2	0	-2	-6	0.8	36	0.3
CCOc1ccc(N(CC(=O)Nc2ccccc2OC)S(C)(=O)=O)cc1	3	0	25	-1	-2	-2	-8	-19	1.3	1	-2.6
COc1ccc(OCc2cc(C(=O)N3CCCC3)no2)c2ccccc12	-10	5	14	-3	-4	5	-4	-16	0.1	4	-0.2
